Mtb RmlCD inh: blocks M. tuberculosis RmlC and RmlD coupled enzymes; P9WH09+P9WH11; RmlC+RmlD coupled enzyme assay, percent inhibition; primary screen in compound mixtures; inhibition, % at 3.6 µM; 160,000 compounds, 0.03% hits; in the data active = inhibition mostly above about 34%, no sharp cut-off; note: some results filed as inactive read as strong as hits
Target sequence (P9WH09 whole entry, looked up): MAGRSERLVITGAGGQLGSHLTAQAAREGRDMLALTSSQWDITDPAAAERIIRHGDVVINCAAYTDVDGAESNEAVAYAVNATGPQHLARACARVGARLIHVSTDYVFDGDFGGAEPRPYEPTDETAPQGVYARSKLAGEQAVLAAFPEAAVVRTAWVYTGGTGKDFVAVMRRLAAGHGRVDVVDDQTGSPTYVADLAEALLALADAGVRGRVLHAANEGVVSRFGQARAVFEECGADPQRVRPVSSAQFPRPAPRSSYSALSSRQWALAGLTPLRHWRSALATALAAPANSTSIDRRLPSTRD
Target sequence (P9WH11 whole entry, looked up): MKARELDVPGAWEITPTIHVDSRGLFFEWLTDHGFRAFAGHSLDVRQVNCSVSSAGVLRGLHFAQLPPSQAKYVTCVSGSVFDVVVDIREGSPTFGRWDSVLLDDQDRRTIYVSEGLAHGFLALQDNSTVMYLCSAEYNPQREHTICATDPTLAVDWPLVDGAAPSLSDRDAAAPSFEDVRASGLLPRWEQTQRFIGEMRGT
M. tuberculosis GlmU: inhibition of mycobacterial GlmU enzyme – biochemical, glucosamine-1-phosphate acetyltransferase (AID 1376); M. tuberculosis GlmU acetyltransferase enzyme assay; higher % means a stronger effect; inhibition, %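 (tested at 30 µM in the primary screen)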; hits with a dose series show IC50 in µM; 220,000 compounds, 0.25% hits; in the data active = inhibition above about 13%;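 note: 0% = complete reaction with vehicle and 100% = reaction without substrate; strong numbers were not always called active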
Active calls of the source: *; . = no result given; & = joins results of further samples.

SMILES	Mtb RmlCD inh	M. tuberculosis GlmU
Cc1csc(NC(=O)CSc2nncc(=O)n2N)n1	-6.4	-3.8%
Cc1ccc(NC(=O)CN2C(=O)N/C(=C/c3cccn3-c3ccc(C(=O)O)cc3)C2=O)cc1	.	29.4µM*
CC(=O)NC(c1ccco1)c1ccc2cccnc2c1O (stereo not given)	22.1	1.3%
CCCCCn1c(=O)[nH]c2cc(C(=O)NCCc3ccc(OC)c(OC)c3)ccc2c1=O	.	-0.3%
CC1(C)N=C(c2ccc(Cl)cc2Cl)C(=O)N1	.	4.2%
COCCCn1cnc2c(c1=O)c1nc3ccccc3nc1n2-c1ccccc1	-11.5	-0.7%
C#CC[N+]1(CC#Cc2cccc(C)c2)CCCCC1	6.2	-7.6%
Cc1ccc(S(=O)(=O)N(CC(=O)N2CCc3ccccc3C2)c2ccc(Cl)c(Cl)c2)cc1	.	2.5%
COC(=O)c1ccccc1NC(=O)c1noc2c1CCCC2	13.6	1.4%
COC1OC(COC(=O)CNC(=O)OC(C)(C)C)C(O)C(O)C1O (stereo not given)	-4.5	-5.5%
CCOC(=O)N1CCC(N(CCOC)C(=O)Nc2ccc(CC)cc2)CC1	.	-3.7%
CCOC(=O)c1[nH]c(C)c(C(=O)Nc2ccc3c(c2)OCCO3)c1C	.	-0.9%
CCCCn1c(SCC(N)=O)nnc1-c1ccco1	2.6	0.4%
Cc1ccc(C(=O)O/N=C/C2=C(Cl)c3ccccc3CC2)cc1	.	0.4%
CC(C)(CNC(=S)NCCc1ccccc1)CNC(=S)NCCc1ccccc1	-6.6	-2.3%
CCOCCCNC(=O)C(c1ccc(OC)cc1)N(Cc1ccc2c(c1)OCO2)C(=O)c1cnccn1 (stereo not given)	-11.4	0.8%
COc1ccc(C2=CC(=O)CC(c3ccc(F)cc3)C2)cn1 (stereo not given)	.	-3.7%
COc1ccc(NC(C)(C)c2nnnn2-c2c(C)cccc2C)cc1	-7.3	.
O=C(Nc1ccc2c(c1)OCCO2)N1CCOCC1	19.6	-2.3%
Cc1ccc(S(=O)(=O)N/N=C/c2cccc([N+](=O)[O-])c2)cc1	-1.1	-0.7%
COCCOC(=O)C1=C(C)N=C2SCCC(=O)N2C1c1cccs1 (stereo not given)	-0.3	-4.6%
COc1ccc(N2CCN(c3oc(COc4ccccc4Cl)nc3C#N)CC2)cc1	11.1	2.0%
COc1ccc(CNC(=O)CSc2nnc3c(Cl)cc(C(F)(F)F)cn23)cc1OC	17.6	-0.5%
Cc1ccc(NC(=O)CS(=O)(=O)c2cn(C)c3ccccc23)c(C)c1	.	4.5%&0.7%
COc1cc(C(=O)Nc2ccccn2)cc(OC)c1OC	4.2	0.7%
COc1cc2nc(SCc3ccc(C(F)(F)F)cc3)n(Cc3cccs3)c(=N)c2cc1OC	-8.1	3.2%
Cc1ccc(N2C(=O)[C@@H]3C(C(=O)CCN4C(=O)c5ccccc5C4=O)=NN[C@@H]3C2=O)cc1	11.1	-5.0%
C=CCc1cccc2cc(C(=O)Nc3ccccc3C(=O)O)c(=O)oc12	-14.1	6.1%
COc1ccccc1-c1coc2cc(OC(=O)/C=C/c3ccccc3)ccc2c1=O	1.5	2.4%
CCN1CCN(Cc2ccc(NC(=O)c3ccc(C)c(NC(=O)c4cc(-c5ccc(Br)cc5)n[nH]4)c3)cc2C(F)(F)F)CC1	.	-9.9%
CCOc1ccc2nc(NC(=O)Cn3[nH]c(=O)c4ccccc4c3=O)sc2c1	-8.0	-5.7%
COc1ccc(Br)cc1[C@H]1[C@@H]2C=CCC[C@@]2(C)C(=O)N1Cc1ccccc1	.	1.5%
Cc1ccc(F)cc1NC(=O)c1cccc(N(C)C)c1	-4.4	9.2%
NC(=O)C1CCN(Cc2nc3cc(Cl)ccc3c(=O)[nH]2)CC1	15.3	-0.2%
CCOC(=O)C1(CC2CC2)CCN(C(=O)c2cc(OC)nc3ccccc23)CC1	4.9	-1.2%
O=C(Nc1cc(S(=O)(=O)N2CCOCC2)ccc1N1CCCC1)c1cc(=O)[nH]c2ccccc12	.	-2.5%
CCOC(=O)c1ccc(NC(=O)c2cc3c(s2)CCC3)cc1	.	0.5%
O=c1[nH]c(NCCO)nc2ncn(Cc3ccccc3)c12	2.6	16.3%
O=C(Nc1ccc(C(F)(F)F)cc1)c1cccnc1N1CCOCC1	.	1.6%
COc1ccc(C(=O)N(Cc2ccc(N(C)C)cc2)C2CCS(=O)(=O)C2)cc1 (stereo not given)	.	-5.8%

Some of these compounds in order of molar mass, rising.
SMILES	Mtb RmlCD inh	M. tuberculosis GlmU
O=C(Nc1ccc2c(c1)OCCO2)N1CCOCC1	19.6	-2.3%
CCCCn1c(SCC(N)=O)nnc1-c1ccco1	2.6	0.4%
COc1ccc(C2=CC(=O)CC(c3ccc(F)cc3)C2)cn1 (stereo not given)	.	-3.7%
Cc1csc(NC(=O)CSc2nncc(=O)n2N)n1	-6.4	-3.8%
CCOC(=O)c1[nH]c(C)c(C(=O)Nc2ccc3c(c2)OCCO3)c1C	.	-0.9%
COC1OC(COC(=O)CNC(=O)OC(C)(C)C)C(O)C(O)C1O (stereo not given)	-4.5	-5.5%
COCCOC(=O)C1=C(C)N=C2SCCC(=O)N2C1c1cccs1 (stereo not given)	-0.3	-4.6%
COCCCn1cnc2c(c1=O)c1nc3ccccc3nc1n2-c1ccccc1	-11.5	-0.7%
CCOc1ccc2nc(NC(=O)Cn3[nH]c(=O)c4ccccc4c3=O)sc2c1	-8.0	-5.7%
COc1ccccc1-c1coc2cc(OC(=O)/C=C/c3ccccc3)ccc2c1=O	1.5	2.4%
COc1ccc(N2CCN(c3oc(COc4ccccc4Cl)nc3C#N)CC2)cc1	11.1	2.0%
COc1ccc(Br)cc1[C@H]1[C@@H]2C=CCC[C@@]2(C)C(=O)N1Cc1ccccc1	.	1.5%
Cc1ccc(N2C(=O)[C@@H]3C(C(=O)CCN4C(=O)c5ccccc5C4=O)=NN[C@@H]3C2=O)cc1	11.1	-5.0%
COc1ccc(CNC(=O)CSc2nnc3c(Cl)cc(C(F)(F)F)cn23)cc1OC	17.6	-0.5%
COc1cc2nc(SCc3ccc(C(F)(F)F)cc3)n(Cc3cccs3)c(=N)c2cc1OC	-8.1	3.2%

Carrying on:
SMILES	Mtb RmlCD inh	M. tuberculosis GlmU
COc1ccc(NC(=S)Nc2ccc(OCc3ccccc3)cc2)c(OC)c1	-8.0	-1.1%
CC/C(=N/NC(=O)c1ccccc1)c1ccc(OCCN2CCOCC2)cc1	7.7	-6.3%
O=C(CSc1c2c(nc3cc(Cl)ccc13)CCCC2)NCCCN1CCOCC1	3.3	-3.2%
O=C(c1ccc2c3c(cccc13)CC2)C1CCCN(C(=O)c2ccc[n+]([O-])c2)C1 (stereo not given)	-5.7	3.0%
CCC(c1nc2ccccc2c(=O)n1CCN1CCOCC1)N1C(=O)c2ccccc2C1=O (stereo not given)	3.7	7.8%
Cc1c(NP(=O)(c2ccc(Br)cc2)c2ccc(Br)cc2)c(=O)n(-c2ccccc2)n1C	-1.5	-1.9%
Cc1nnc(SCc2nnc(-c3cccs3)o2)n1Cc1ccccc1	4.0	5.2%
COC(=O)C1=C(C)N=c2s/c(=C3\C(=O)Nc4ccccc43)c(=O)n2C1c1ccccc1 (stereo not given)	7.3	.
COc1cc2c(=O)n(CC3CCCO3)c(=O)n(CC(=O)Nc3ccc(F)cc3F)c2cc1OC (stereo not given)	-4.5	-2.7%
Cn1nc(-c2ccc(Cl)cc2)c2cc(C(=O)NCCN3CCOCC3)sc21	9.4	0.7%
COc1ccccc1CNC(=O)c1ccc(Br)o1	.	-1.0%
Cc1ccc(Nc2ncnc3nc[nH]c23)cc1Cl	5.7	-2.5%
O=C(Nc1cccnc1N1CCOCC1)c1ccco1	-5.6	-7.6%
O=C(CNc1cccc(C(F)(F)F)c1)N/N=C/C1CCCCC1	1.4	1.9%
Cc1oc(=O)c(NC(=O)c2ccccc2)cc1C(=O)c1ccccc1	15.8	-5.1%
CCOc1cc(/C=N/n2cnnc2)cc(Br)c1O	.	0.5%
Cn1c(=O)[nH]c(=O)c2c1nc(N1CCOCC1)n2CCSc1nnnn1-c1ccccc1	7.0	4.6%
CCc1cccc(NC(=O)Cc2cn(C)c3ccccc23)c1	18.3	-2.9%
Cc1cccc2nc(CSc3nc4ccccc4[nH]3)cn12	-2.5	-4.4%
CC(=NCCN1CCOCC1)c1c(O)n(-c2ccccc2C)c(=O)[nH]c1=O	.	0.4%
CC1=Nc2ccccc2/C1=C/c1sc(=N)n(-c2nccs2)c1O	23.4	-6.1%
CCc1ccc(C(=O)NNc2ccc(S(N)(=O)=O)cc2)cc1	3.8	1.1%
C=CCn1c(SCC(=O)c2[nH]c(C)c(C(=O)OC)c2C)nc2scc(-c3ccc(OC)c(OC)c3)c2c1=O	16.4	-4.0%
Cc1ccsc1C(=O)NC(C)c1ccc2c(c1)OCO2 (stereo not given)	.	2.3%
C(=N\N=C\c1cccs1)/c1cccs1	.	-4.2%
Cc1ccc2cc(C=C(C#N)C#N)c(Cl)nc2c1	1.1	0.4%
S=c1[nH]nc(-c2ccco2)n1/N=C/c1ccc(Br)s1	.	-1.1%
CN(C)S(=O)(=O)c1ccc(N2CCCC2)c(C(=O)Nc2nc(-c3cc(F)ccc3F)cs2)c1	-0.2	-2.3%
O=C(Cn1ncc(N2CCCC2)c(Br)c1=O)c1ccc(Cl)cc1	-9.7	2.9%
O=C(Cc1cccs1)NNC(=S)NC(=O)c1ccco1	3.8	-1.5%
CC(=O)c1ccc(N2CCc3ccccc3C2)c([N+](=O)[O-])c1	9.4	1.8%
O=C(O)C1CCCN1C(=O)c1cncc(Br)c1 (stereo not given)	.	2.8%
Cc1cc2ncc(-c3ncc(C(F)(F)F)cc3Cl)cn2n1	10.3	1.3%
COc1ccc(NC(=O)c2cccnc2)c(OC)c1	-9.4	7.1%
Cc1ccccc1NC(=O)c1ocnc1C	-5.3	-2.8%
O=C(O)CCc1ccccc1OC(=O)c1ccccc1	-0.2	-1.2%
CNc1nc(N)nc(-c2cc(Cl)ccc2OC)n1	.	1.2%
Cc1ccnc(NS(=O)(=O)c2ccc(C(C)(C)C)cc2)c1	-6.8	2.8%
CCN(Cc1ccncc1)Cc1c(O)ccc2cc(Br)ccc12	1.6	8.4%
Cc1cc(C)c(NC(=O)Nc2ccccc2)c(Cl)c1	-4.3	-4.7%
CCOC(=O)c1c(CN(C)C)n(C)c2ccc(OC(C)=O)cc12	.	1.6%
CCOC(=O)/C(O)=C/c1ncc(C(F)(F)F)cc1Cl	.	-0.5%
C=CCn1c(-c2ccc(Cl)cc2)ccc(C#N)c1=O	.	-1.8%
COCCn1c(C)cc(C2=NNC(=Nc3ccccc3F)SC2)c1C	.	-2.0%
COc1ccc(S(=O)(=O)Nc2ccc3cn[nH]c3c2)cc1C	-9.7	0.0%
COc1ccc2[nH]c(-c3ccccc3)cc2c1	.	7.4%
CCOC(=O)c1oc2cc(OC(C)=O)ccc2c(=O)c1-c1ccc(OC)c(OC)c1	-0.5	-2.4%
Cc1ccc(C(=O)N2CCC3(CC2)Oc2ccc(Cl)cc2C(=O)C32CC(c3ccccc3)=NO2)s1 (stereo not given)	.	5.0%
Cc1ccc(C(=O)CC(C(=O)O)n2cnc([N+](=O)[O-])n2)cc1 (stereo not given)	7.3	-0.4%
O=C(Nc1scc(-c2ccc(F)cc2)c1C(=O)O)c1ccco1	14.9	9.5%
O=C1N(c2ccccc2)C(c2ccc(Cl)cc2)N2CCCN12 (stereo not given)	6.7	-2.4%
CCN(CC)C1=CC2=CC(=C(C#N)C#N)CCC2CC1 (stereo not given)	.	-2.9%
COc1ccc(CCC(C)Nc2ccc(F)c(F)c2)cc1 (stereo not given)	.	12.5%
Cc1ccccc1-c1noc(-c2ccccc2C(=O)N2CCCC2)n1	-10.8	2.7%
CCOc1ccc(C(c2c(NC(=O)c3ccccc3)sc(C)c2C)N2CCN(CCO)CC2)cc1 (stereo not given)	14.9	12.6%
Cn1c(=NC(=O)COc2ccccc2)sc2cccc(F)c21	-1.0	-3.5%
Cc1ccc(C2(CCN)CCOC(C(C)C)C2)cc1 (stereo not given)	-5.1	-3.1%
CCOC(=O)c1[nH]c(CO)c(C(=O)OCC)c1C	6.7	.
O=[N+]([O-])c1ccc(/C=C/c2ccc3cccc([N+](=O)[O-])c3n2)cc1	2.4	-0.1%
CCOC(=O)C(NS(=O)(=O)c1ccccc1)(C(F)(F)F)P(=O)(OC(C)C)OC(C)C (stereo not given)	.	-2.3%

The list continues.
SMILES	Mtb RmlCD inh	M. tuberculosis GlmU
O=C(COC(=O)CCC(=O)c1ccc(F)cc1)Nc1ccc(F)cc1F	-7.1	0.3%
O=C(NC(c1ccccc1)c1ccccc1)C1(c2cccs2)CCOCC1	3.9	2.5%
C=CCOCCN(C)C1=NS(=O)(=O)c2ccccc21	.	1.4%
Cc1ccc(C(=O)C(=O)c2ccc(C)c(N)c2)cc1N	14.0	-0.6%
COc1cc(-c2nnco2)cc(OC)c1OC	7.0	-10.1%
CCOC(=O)CCNC(=O)c1ccccc1Br	.	2.4%
CCc1ccccc1N=C1S/C(=C/c2ccccc2OCC(=O)N2CCOCC2)C(=O)N1C	-10.9	4.9%
O=c1c(Cc2ccc(Cl)cc2)c(O)ccn1Cc1cccc(Cl)c1	-3.1	4.3%
C=CCOC(=O)C1=C[C@@H](c2ccccc2)[C@H](CCCO)[C@@H](OCC)O1	.	-0.5%
CCOC(=O)c1c(NC(=O)CSc2nc3ccccc3s2)sc(C)c1C	18.3	-0.6%
O=C(Cn1c(=O)[nH]n(-c2ccccc2)c1=O)N1CCCc2ccccc21	14.4	-1.8%
Cc1cc(Cl)c(S(=O)(=O)NC2CCCC2)cc1OCC(=O)NC1CCCCC1	5.4	2.9%
CS(=O)(=O)N1CCC(C(=O)Nc2c(F)cccc2F)CC1	.	8.5%
COCCn1c(N)c(N(Cc2ccccc2)C(=O)c2oc3ccccc3c2C)c(=O)[nH]c1=O	-12.2	5.5%
CN(C(=O)c1cc2ccccc2oc1=O)C1(C)CCS(=O)(=O)C1 (stereo not given)	-10.6	-1.3%

High-throughput results as filed in PubChem.

Only part of the results is shown, so the mix of outcomes need not match the whole.
